Screens as filed in PubChem BioAssay.
Lipid droplet – inhibitors of hepatocyte lipid droplet formation, primary screen, imaging, high-throughput imaging, BODIPY stain | AML12 mouse hepatocytes, oleate lipid droplets | inhibition, % at 6.5 µM | hit rate 0.4% among 240,000;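 active = lipid droplet intensity inhibited by at least 50%, with more than 500 cells counted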
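Test system: AML12 hepatocytes (mouse); reagent: oleate loading, 100 µM; dosing: one dose, 6.5 µM compound; incubation: overnight exposure; signal: fluorescence imaging, 20x objective, two fields per well; read-out basis: % inhibition of corrected integrated BODIPY droplet signal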
West Nile virus CPE – West Nile virus antiviral activity, cell-based, CPE readout (AID 1621) | West Nile virus-infected cells, CPE inhibition; higher % means a stronger effect | CPE inhibition, % at 10 µM; hits with a dose series show IC50 in µM | hit rate 0.02% among 290,000; in the data active = a potency from the dose series; note: strong numbers were not always called active
Ins promoter up – insulin promoter activators in MIN6 cells, imaging, high-content screening, mouse beta cells; z-score at 5 µM; hit rate 0.3% among 190,000; AID 1625, 2009; MIN6 insulin promoter-GFP reporter; active compounds read high;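 active = z-score above 3 at 5 µM with at least 500 cells counted in the well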
Myeloid diff MLP – induction of myeloid progenitor differentiation, primary screen, cell-based, flow cytometry, MLPCN library | ER-HoxA9 myeloid progenitors, lysozyme-GFP differentiation | calls only at 10 µM | hit rate 1% among 360,000 | AID 624256, 2012;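 active = normalized GFP-positive differentiation at or above the plate's own cutoff, the solvent-only control mean plus 3 SD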;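 note: cells exposed to compound for four days before flow analysis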
MT stabilizer – microtubule stabilizers in HeLa cells, primary screen, imaging, high-content imaging. HeLa tubulin immunostaining HCS, 24 h; share of cells brighter than vehicle mean+2SD. hit rate 0.83% among 200,000. % tubulin-high responders, % at 10 µM;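 active = plate Z-score above 3 for both tubulin-high and condensed-nucleus cell shares, with cell loss under 80%, at 10 µM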;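 note: anti alpha tubulin signal scored within the nucleus-defined area of each cell; some results filed as inactive read as strong as hits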
WT yeast gro inh – growth inhibition of WT strain, primary screen, mitochondrial fusion inhibitor project, WT and mutant strains, chemical genetic; mitochondrial fusion phenotypic screen; inhibition, % at 10 µM; hit rate 2.1% among 190,000; AID 1362, 2008; in the data active = inhibition above about 58%; tested in S. cerevisiae
Autophagy HCS – autophagy modulators in MEF cells, primary screen, imaging, high-content, MEF GFP-LC3. calls only at 10 µM (by protocol). hit rate 0.98% among 190,000. AID 463193, 2010. MEF GFP-LC3 puncta imaging; test concentration mostly 10 µM;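 active = percentage of spot-positive cells more than 3 SD above its plate mean, without a fluorescence outlier flag or 80% toxicity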;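 note: spot-positive cell cutoff set from DMSO-treated cells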
bCat nuc transl – modulators of beta-catenin nuclear translocation, primary screen, imaging, HeLa cells, immunofluorescence, high-content | nuclear translocation activity, % at 5 µM | hit rate 0.3% among 190,000 | AID 1665, 2009;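 active = nuclear translocation activity above 50% at 5 µM, with a well cell count of 50 or more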;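 note: per-cell ratio of nuclear to cytoplasmic median beta-catenin stain intensity; plate controls were DMSO negative control for no effect and GSK-3 inhibitor IX positive control for full effect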
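Read-out: Nuclear/cytoplasmic beta-catenin signal ratio, % activation | Assay system: Human HeLa cell line | Times: 24 h compound exposure at 37°C, 5% CO2 | Signal: Fluorescence imaging of beta-catenin antibody stain plus DAPI | Dosing: 5 µM primary, 0.02–20 µM confirmation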
T cell HTS – modulators of CD8 T cell-vesicle binding, primary screen, mouse 2C CD8+ T cells, flow cytometry; 2C CD8+ T cell-vesicle binding; active compounds read low; hit rate 0.068% among 330,000; calls only at 7 µM;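 active = response, share of CD8 T cells binding vesicles, and their 90th percentile fluorescence all below set limits, cut at about 80% in these data, passing the limit was not always enough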
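Test system: purified 2C TCR transgenic mouse naive CD8+ T cells. Probe or stimulus: QL9-peptide-loaded Drosophila micro-vesicles bearing Ld, ICAM-1 and B7-1. Incubation: binding step 1.5 h, 37 °C, antibody labelling 20 min, ice. Measured by: flow cytometry of vesicle-bound cells.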
WT yeast gro inh mutant strain – second read-out of WT yeast gro inh, no call of its own (marks repeat the call); inhibition, %; mitochondrial fusion phenotypic screen, mutant strain inhibition
Ins promoter up cell count – further read-out of Ins promoter up, marked with its call; cell count; measured here: cytotoxicity, nuclei count;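 total cells summed across four imaged fields per well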
Lipid droplet cells 6.5 µM – further read-out of Lipid droplet, marked with its call; cell count; measured here: cell count, cytotoxicity flag;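 cells counted across two imaged fields per well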
bCat nuc transl cell count 5 µM – recorded beside bCat nuc transl, whose call it bears; cell count; measured here: cell count, cytotoxicity flag
T cell HTS vesicle-bound % – further read-out of T cell HTS, marked with its call; double positive events, %; measured here: CD8+ vesicle-bound cell fraction;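 binding gate set so that unloaded-vesicle control wells show 10% double positive cells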
MT stabilizer Hoechst-high % – second read-out of MT stabilizer, no call of its own (marks repeat the call); % Hoechst-high responders; measured here: nuclear condensation Hoechst responders;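 share of cells brighter than vehicle mean plus two SD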
MT stabilizer cytotoxicity % – also measured in MT stabilizer; calls as there; toxicity, %; measured here: cytotoxicity by cell density;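 0% = mean cell density of plate MIN control wells and 100% = no cells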
Autophagy HCS cell loss 18 h – further read-out of Autophagy HCS, marked with its call; toxicity, %; measured here: cell loss, nuclei count;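 cell loss after 18 h compound exposure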
Myeloid diff MLP GFP+ MAC1+ % – recorded beside Myeloid diff MLP, whose call it bears; GFP+ MAC1+ double positive, %; measured here: differentiation confirmed by MAC1 staining
Starred values were filed as active, the others as inactive; i = inactive; . = not tested or not shown; + = active, no number. Outcome played no part in choosing rows; 3.9% or so of the library scored in one or more.

SMILES	Lipid droplet	Lipid droplet cells 6.5 µM	West Nile virus CPE	Ins promoter up	Ins promoter up cell count	Myeloid diff MLP	Myeloid diff MLP GFP+ MAC1+ %	MT stabilizer	MT stabilizer Hoechst-high %	MT stabilizer cytotoxicity %	WT yeast gro inh	WT yeast gro inh mutant strain	Autophagy HCS	Autophagy HCS cell loss 18 h	bCat nuc transl	bCat nuc transl cell count 5 µM	T cell HTS	T cell HTS vesicle-bound %
CN(C)c1ccc(C(c2ccc(N(C)C)cc2)c2ccc([N+](=O)[O-])cc2)cc1	4	668	-0.6%	-0.48	1229	i	0.5	.	.	.	.	.	.	.	-5.4	1185	i	64
COc1ccc2c(c1)CC/C2=N\OC(=O)c1cccc(C)c1	9	679	-0.1%	-1.9	862	i	0.3	3.5	2.1	0.4	-5	1	i	6	-1.6	525	i	47
CCOC(=O)C1CCCN(C(=O)C2c3ccccc3Oc3ccccc32)C1 (stereo unspecified)	-13	748	0.1%	0.29	992	i	0.8	4.8	3.2	5.6	4	-20	i	-5	-1.9	1157	i	20
CC(=O)OC(C(=O)NCS(=O)(=O)c1ccc(C)cc1)c1cccnc1 (stereo unspecified)	.	.	1.1%	.	.	i	0.9	1.7	2.3	10	7	-10	i	-13	-3.2	1058	i	7
CC1(C)CC(N2CCCC2)=CC(=[N+]2CCCC2)C1	-68	446	0.2%	-0.28	531	i	0.0	2.6	2.7	6.2	6	-8	i	9	0.6	917	i	18
Cc1cccc(NS(=O)(=O)c2cn(C)c(=O)n(C)c2=O)c1C	-10	711	0.3%	.	.	i	0.9	.	.	.	.	.	.	.	.	.	i	39
Cc1cc(C)c(NC(=O)CNC(=O)COC(=O)C2CCN(c3ccc(C(F)(F)F)cn3)CC2)c(C)c1	-4	703	-0.9%	.	.	i	0.7	.	.	.	.	.	.	.	.	.	i	20
COc1cccc(CNC(=O)Cn2nc(-c3ccc(Cl)cc3)ccc2=O)c1	.	.	0.0%	0.41	1459	i	0.7	3.1	1.7	7.7	11	17	i	-24	-3.2	982	i	54
O=C(OCC(=O)N1CCOCC1)c1cccc(F)c1	0	842	0.6%	.	.	i	0.5	.	.	.	.	.	.	.	.	.	i	47
O=C(NC1CCS(=O)(=O)C1)c1ccccc1C(=O)c1ccccc1 (stereo unspecified)	.	.	-0.4%	0.01	1291	i	1.0	8.7	1.8	4.6	-2	-5	i	3	.	.	i	54
CN(C)C(=O)Cn1cnc2c(cnn2-c2ccc(F)cc2)c1=O	8	827	-0.5%	.	.	i	0.3	.	.	.	.	.	.	.	.	.	i	61
O=C(NCc1ccco1)C1CCCN(S(=O)(=O)c2cccc3nonc23)C1 (stereo unspecified)	5	783	-0.1%	-0.03	1249	.	.	1.7	1.4	4.3	-19	8	i	2	1.7	1173	i	57
CCCCCn1c(=O)[nH]c2cc(C(=O)NCCCN(CC)CC)ccc2c1=O	.	.	-0.2%	-0.81	1246	i	0.4	5.2	2.2	6.1	-1	-10	i	10	-1.1	1436	i	28
Cc1ccc(-c2nnn(CC(=O)N3CCN(c4nc5ccccc5s4)CC3)n2)cc1	.	.	-0.5%	0.05	1002	i	0.8	2.1	1.6	11	-17	-14	i	-8	-2.3	901	i	40
Cc1c(Cc2ccc3c(c2)OCO3)sc(NC(=O)c2cccc3ccccc23)c1C(N)=O	-21	704	-0.1%	1.7	1416	i	1.4	9.1	40	24	26	-9	i	29	-1.4	518	i	14
COc1ccccc1C(=O)NC(CCSC)C(=O)OCC(=O)NC(=O)NCc1ccco1 (stereo unspecified)	.	.	0.1%	0.93	971	i	2.1	2.1	2.0	1.0	-1	-21	i	21	-0.7	1085	i	56
COc1ccc(N2CCN(C(=O)c3ccncc3)CC2)cc1	-29	752	0.0%	0.79	880	i	8.2	1.8	1.0	16	3	4	i	4	.	.	i	36
Cc1ccc(NC(=O)c2ccc(OC(=O)CCN3C(=O)c4ccccc4C3=O)cc2)cc1	2	780	0.4%	0.06	865	i	0.6	3.5	2.1	7.1	-10	11	i	-2	1.3	1091	i	49
O=C(COc1ccccc1)NC(Cc1c[nH]c2ccccc12)C(=O)O (stereo unspecified)	.	.	0.8%	0	1298	i	2.1	5.4	2.7	11	19	2	i	-12	0.4	1146	i	20
CCc1cccc(NC(=O)CCCCCC2NC(=O)NC2C)c1 (stereo unspecified)	18	762	0.0%	-0.1	1168	i	0.5	1.1	1.6	12	8	12	i	7	-0.5	1041	i	29
COc1cccc(CC2(CO)CCN(Cc3cccn3-c3cccnc3)CC2)c1	-13	699	0.1%	.	.	i	0.3	3.3	2.4	7.4	-8	12	i	2	-0.3	1483	i	47
COc1cc(CN2CCCCCC2)cc(OC)c1OC	-2	818	-0.2%	.	.	i	0.4	.	.	.	.	.	.	.	.	.	i	58
CC(C)CNC(=O)N[C@@H](CC(C)C)C(=O)O	-3	730	1.1%	0.15	1142	i	0.2	.	.	.	.	.	.	.	0.5	1302	i	43
CCN(CC)c1ccc2c(Cl)c(Br)c(=O)oc2c1	.	.	1.2%	.	.	+	34*	16	5.3	35	77*	67*	+	4.8*	.	.	i	54
CCCCCCCCn1c(N2CCN(c3cccc(Cl)c3)CC2)nc2c1c(=O)[nH]c(=O)n2C	83*	794*	-0.5%	.	.	i	0.7	2.6	2.0	8.4	-12	2	i	-10	.	.	i	49

(list continues)
SMILES	Lipid droplet	Lipid droplet cells 6.5 µM	West Nile virus CPE	Ins promoter up	Ins promoter up cell count	Myeloid diff MLP	Myeloid diff MLP GFP+ MAC1+ %	MT stabilizer	MT stabilizer Hoechst-high %	MT stabilizer cytotoxicity %	WT yeast gro inh	WT yeast gro inh mutant strain	Autophagy HCS	Autophagy HCS cell loss 18 h	bCat nuc transl	bCat nuc transl cell count 5 µM	T cell HTS	T cell HTS vesicle-bound %
O=C(COC(=O)Cc1cccc(C(F)(F)F)c1)Nc1ccc2c(c1)OCCO2	20	707	-0.6%	-0.46	1418	i	0.2	2.0	2.3	7.0	-1	6	i	2	-3.1	543	i	63
Cc1cc(C)c2nc(-c3cccnc3)cc(C(=O)Nc3ccc(S(=O)(=O)Nc4onc(C)c4C)cc3)c2c1	19	673	0.2%	-1.4	1701	i	0.4	1.6	1.8	5.0	-4	7	i	-6	-3.3	1072	i	51
COC(=O)c1ccc(NC(=O)CNc2ccccc2)cc1	-3	615	-0.3%	1.1	1552	i	0.3	3.2	2.2	8.7	2	5	i	17	1.1	1044	i	42
Cc1onc(-c2ccccc2Cl)c1C(=O)Nc1ccc(S(=O)(=O)N2CCCC2)cc1	.	.	0.5%	0.4	976	i	4.7	5.5	2.4	2.8	2	-9	i	-4	0.0	1218	i	41
O=C(CSc1nc2ccccc2n1CCc1ccccc1)NC1CC1	-18	691	-0.7%	1.8	1497	i	0.2	2.4	2.5	7.1	-5	-3	i	-9	-0.4	1045	i	32
CC(C)N(Cc1ccccc1)C(=S)NC1CCCCC1	-1	729	-0.3%	-0.82	1478	i	0.2	2.0	1.5	4.1	64*	31*	i	2	-2.0	1045	i	11
COc1ccc(/C=C2\SC(=S)N(CCCCCC(=O)Nc3cc(C)on3)C2=O)cc1OC	-44	687	-0.4%	.	.	i	6.9	.	.	.	.	.	.	.	.	.	i	77

For reference, part of the list above:
SMILES	Lipid droplet	Lipid droplet cells 6.5 µM	West Nile virus CPE	Ins promoter up	Ins promoter up cell count	Myeloid diff MLP	Myeloid diff MLP GFP+ MAC1+ %	MT stabilizer	MT stabilizer Hoechst-high %	MT stabilizer cytotoxicity %	WT yeast gro inh	WT yeast gro inh mutant strain	Autophagy HCS	Autophagy HCS cell loss 18 h	bCat nuc transl	bCat nuc transl cell count 5 µM	T cell HTS	T cell HTS vesicle-bound %
CCc1cccc(NC(=O)CCCCCC2NC(=O)NC2C)c1 (stereo unspecified)	18	762	0.0%	-0.1	1168	i	0.5	1.1	1.6	12	8	12	i	7	-0.5	1041	i	29
COc1cccc(CC2(CO)CCN(Cc3cccn3-c3cccnc3)CC2)c1	-13	699	0.1%	.	.	i	0.3	3.3	2.4	7.4	-8	12	i	2	-0.3	1483	i	47
COc1cc(CN2CCCCCC2)cc(OC)c1OC	-2	818	-0.2%	.	.	i	0.4	.	.	.	.	.	.	.	.	.	i	58
CC(C)CNC(=O)N[C@@H](CC(C)C)C(=O)O	-3	730	1.1%	0.15	1142	i	0.2	.	.	.	.	.	.	.	0.5	1302	i	43
CCN(CC)c1ccc2c(Cl)c(Br)c(=O)oc2c1	.	.	1.2%	.	.	+	34*	16	5.3	35	77*	67*	+	4.8*	.	.	i	54
CCCCCCCCn1c(N2CCN(c3cccc(Cl)c3)CC2)nc2c1c(=O)[nH]c(=O)n2C	83*	794*	-0.5%	.	.	i	0.7	2.6	2.0	8.4	-12	2	i	-10	.	.	i	49
O=C(COC(=O)Cc1cccc(C(F)(F)F)c1)Nc1ccc2c(c1)OCCO2	20	707	-0.6%	-0.46	1418	i	0.2	2.0	2.3	7.0	-1	6	i	2	-3.1	543	i	63
Cc1cc(C)c2nc(-c3cccnc3)cc(C(=O)Nc3ccc(S(=O)(=O)Nc4onc(C)c4C)cc3)c2c1	19	673	0.2%	-1.4	1701	i	0.4	1.6	1.8	5.0	-4	7	i	-6	-3.3	1072	i	51
